# Screening data as filed in PubChem BioAssay.
# CSN inh: CSN deneddylation inhibition | Q92905 | Purified CSN, SCF-Nedd8-OG deneddylation, fluorescence polarization | inhibition, % at 12.5 µM | 0.38% of 360,000 active;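 active means pattern-corrected inhibition above about 35%, with an unprinted fluorescence ratio check between 0.5 and 1.5, limit read from the data, passing the limit was not always enough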;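 further: 0% = enzyme with substrate and 100% = substrate without enzyme; some results filed as inactive read as strong as hits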
#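 Material: purified human Csn5 enzyme expressed in HEK293T cells / Medium: Tris buffer pH 7.5, NaCl, DTT, Tween-20, trehalose, ovalbumin / Compound dosing: 12.5 µM single point / Schedule: 90 min incubation of compound, enzyme and substrate at room temperature / Signal: fluorescence polarization of the substrate / Control set: no-enzyme wells high, enzyme-with-substrate wells low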
# NadD block: inhibitors of Staphylococcus aureus NadD; inhibition, % at 20 µM; purified NadD enzyme, colorimetric absorbance read-out; 0.78% of 360,000 active; AID 602399; in the data active means inhibition above about 26%; further: some compounds past the cut are filed as inactive
# MLLE-PAM2 inh: inhibitors of microRNA-mediated deadenylation, human PABP1 MLLE binding | P11940 | GST-MLLE / FITC-PAM2 fluorescence polarization | inhibition, % at 20 µM | 0.36% of 360,000 active | AID 588489; in the data active means inhibition above about 35%, passing the limit was not always enough;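 further: plate controls were DMSO wells with GST-MLLE for no effect and wells lacking GST-MLLE protein for full effect; some results filed as inactive read as strong as hits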
# MT1-MMP act inh: blocks activation of human MT1-MMP | HT1080 RFP-PRO-GFP cells, GFP/RFP ratio fluorescence, overnight; percent of plate control window, DMSO zero | GFP/RFP ratio change, % at 20 µM | 0.061% of 360,000 active | AID 651647;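 active means GFP/RFP ratio change of at least 30% with cell ATP level not reduced by more than half and red fluorescence within 50% of control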; further: strong numbers were not always called active
#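 Assay system: RFP-PRO-GFP reporter HT1080 cells; read-out basis: GFP/RFP fluorescence ratio; benchmarks: DMSO wells and RFP-L50D-GFP cells; doses: 20 µM single dose, 1% DMSO; schedule: overnight cell settling, then overnight compound exposure, 37 °C, 5% CO2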
# FAS-TE inh: inhibitors of human fatty acid synthase thioesterase domain | inhibition, % at 15 µM | 0.67% of 360,000 active | P49327 | recombinant FAS-TE, OMFH fluorogenic substrate, fluorescence endpoint;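 active means compounds whose normalised, plate-corrected inhibition of enzyme fluorescence in the single-dose primary screen is 50% or more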;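 further: 0% = DMSO with enzyme and 100% = substrate without enzyme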
# SKN-1 inh: blocks SKN-1 activity in C. elegans. inhibition, % at 21.8 µM. 0.49% of 360,000 active. C. elegans VP596 Pgst-4::GFP/RFP ratio, acrylamide-induced, 24 h;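 active means interference check ratio from 0.5 to 1.5 plus GFP to RFP signal ratio inhibition reaching or exceeding a fixed threshold, cut at about 30% in these data, passing the limit was not always enough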; further: some compounds called inactive have numbers as strong as hits
# Neddylation inh: blocks human cullin neddylation. P61081+Q13564. AID 651699. 0.58% of 360,000 active. TR-FRET cullin neddylation, biochemical. calls only at 25 µM; in the data active means inhibition above about 36%
# Rpn11 inh: inhibitors of human proteasome Rpn11. O00487. 0.59% of 360,000 active. calls only at 20 µM. AID 588493. human 26S proteasome, Ub4-pepOG fluorescence polarization; 20S core pre-blocked with epoxomicin;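 active means inhibition at 20 µM, scaled to each plate's controls, above about 33%, limit read from the data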
# Rin1 Abl inh: inhibitors of human Rin1-Abl protein interaction; P00519+Q13671; TR-FRET Rin1/Abl binding, biochemical; inhibition, % at 7.35 µM; 0.4% of 360,000 active; in the data active means inhibition above about 5%, passing the limit was not always enough
# An asterisk follows results filed as active; i = inactive; x = no result given. Rows were taken by chance (roughly 3.9% active in at least one column).
no.	molecule	CSN inh	NadD block	MLLE-PAM2 inh	MT1-MMP act inh	FAS-TE inh	SKN-1 inh	Neddylation inh	Rpn11 inh	Rin1 Abl inh
1	N#C/C(=C\c1ccccc1)C(=O)Nc1ccccn1	-6.2	1.0	1.3	-1.8	-2.6	-4.5	i	i	-0.3
2	O=c1[nH]ncc2c3ccccc3n(Cc3ccccc3F)c12	-0.5	2.7	-6.0	-0.8	-3.7	0.8	i	i	-5.5
3	CCO[C@H]1OC(C(=O)NCc2ccccc2)=C[C@@H](c2ccc3c(c2)OCO3)[C@@H]1CCCO	-0.5	1.6	-10.8	x	1.1	7.6	i	i	-0.5
4	CC(C)OC(=O)CSc1nc2cc3c(cc2cc1C#N)OCO3	-0.2	-1.8	12.1	-1.5	-5.5	33.8*	i	i	2.7
5	CCCCOC(=O)CSC1=C(C#N)C(c2ccccc2OC)C(C#N)C(=O)N1 (stereo not given)	1.4	4.8	10.6	-4.9	-7.6	-0.2	i	i	-20.4
6	O=C(COc1ccccc1)NCCSCc1ccc(Cl)cc1	-5.9	-1.2	0.9	0.5	-2.2	-1.0	i	i	0.0
7	CCCCn1nnnc1C1(C)CCC(=O)N1CCCN1CCOCC1 (stereo not given)	-1.9	0.7	x	4.9	-11.7	-3.8	i	x	x
8	CCOC(=O)Cn1c(=O)n(Cc2ccco2)c(=O)c2ccc(C(=O)NC3CCCC3)cc21	-3.7	3.0	-0.9	-0.4	-2.6	-14.4	i	i	-1.4
9	NC(=O)C1CCCN(CC(=O)Nc2ccccc2C(=O)NC2CC2)C1 (stereo not given)	1.2	2.9	15.0	-2.4	-12.3	10.9	i	i	2.5
10	Cc1nc(C(=O)NCC(=O)c2ccccc2)c(C(F)(F)F)o1	-1.6	1.7	14.1	0.3	-3.5	10.1	i	i	1.2
11	O=C(O)c1cccc(CSc2nc(-c3ccc(Cl)cc3)cc(C(F)(F)F)n2)c1	6.4	14.9	5.0	3.1	-18.3	3.6	i	i	2.0
12	O=C(NCCCN1CCCC1=O)c1sc2ccccc2c1Cl	2.2	0.6	8.7	0.7	-3.1	7.9	i	i	-2.0
13	O=C(CN1CCOCC1)Nc1c2c(nc3ccccc13)N(Cc1ccccc1)CC2	-3.9	-0.2	3.5	-1.5	-10.3	-2.9	x	i	6.2
14	Cc1cccn2c(=O)c3cc(C(=O)NCCN4CCOCC4)c(=N)n(Cc4ccc(F)cc4)c3nc12	7.0	3.7	-9.4	-0.8	9.6	4.6	x	i	-7.9
15	COc1cccc(C(=O)NCCS(=O)(=O)NCCCc2ccccc2)c1	-1.7	-6.0	6.0	-1.0	-1.2	2.5	i	i	-0.4
16	CC(C)CNC(=O)C1(C)CCCN1C(=O)c1cc2ccccc2s1 (stereo not given)	-3.2	3.1	-1.5	4.6	-7.8	-1.3	i	i	0.0
17	O=C(COc1coc(CN2CCN(c3ccccc3)CC2)cc1=O)NC1CCCC1	-1.4	-3.8	9.4	-3.4	-3.1	17.7	i	i	-0.2
18	O=C(NCc1cccnc1)c1ccccc1NS(=O)(=O)c1ccc(F)cc1F	-1.0	-2.4	1.0	-2.9	-0.6	31.0	i	i	-0.9
19	CCC(=O)NC(=S)Nc1ccc(S(=O)(=O)NC(C)=O)cc1	-3.6	-7.2	-5.0	0.3	-6.5	16.5	i	i	-1.3
20	CCCOc1ccc(N2CC(C(=O)Nc3ccc4c(c3)OCO4)CC2=O)cc1 (stereo not given)	-5.3	2.0	-10.8	1.1	-9.8	20.4	i	i	-5.6
21	O[C@@H]1Cc2ccccc2O[C@H]1c1ccccc1	-2.5	0.5	-5.3	1.2	-6.2	15.3	i	i	1.7
22	N#CCSc1nc2ccc(N3CCOCC3)cc2c(=O)n1CCc1ccccc1	1.5	10.4	-38.0	9.5	21.0	14.1	i	i	-2.3
23	O=C(C1=C(O)C(=O)N(c2nccs2)C1c1ccccc1)c1cc2ccccc2o1 (stereo not given)	-8.8	9.3	191.6	-66.5	-114.4	-44.8	i	i	-1.3
24	CC1CCCCC1NC(=O)c1ccc(CSc2nc3ccncc3[nH]2)cc1 (stereo not given)	5.0	-2.1	-7.2	0.1	-10.5	-10.7	i	i	-3.8
25	Cc1ccccc1-c1cccc([C@@H]2C[C@H]3[C@H](CON3C)CN2Cc2cc(Cl)cc(Cl)c2)c1	-0.4	6.4	1.7	-5.1	19.1	6.9	i	i	-5.1
26	CCCCN(C(=O)CCC(=O)Nc1cc(C)on1)C(C(=O)NC(C)(C)C)c1ccccc1Cl (stereo not given)	-1.7	1.3	0.3	-4.1	1.2	11.3	i	i	3.6
27	COCCNC(=O)C1(C)CCCN(C(=O)c2ccco2)C1 (stereo not given)	1.6	3.4	4.2	3.6	-9.0	6.9	i	i	3.2
28	COc1ccc(CCn2c(N)c(C#N)c3nc4ccccc4nc32)cc1OC	1.5	2.4	-17.2	2.0	-6.4	-8.3	i	i	-2.7
29	Cc1ccc(C(=O)/C=C/Nc2ccccn2)cc1	3.5	-2.9	5.7	-0.5	-0.4	22.5	i	i	-1.9
30	Cc1[nH]nc(Nc2ccc(Br)cc2)c1[N+](=O)[O-]	0.5	-3.8	-12.2	1.4	4.7	16.9	i	i	2.7
31	CC(OC(=O)C1=Cc2ccccc2OC1)C(=O)NC(C)(C)C (stereo not given)	0.1	-3.2	2.3	-1.3	-1.9	12.0	i	i	3.2
32	O=C(Nc1nnc([C@H]2C[C@H](O)[C@@H](CO)O2)s1)c1cccc(OC(F)(F)F)c1	-1.6	1.8	1.2	1.6	-8.5	7.7	i	i	-5.8
33	O=C(N/N=C/c1ccccc1C(=O)O)c1cccc(S(=O)(=O)Nc2cc(Cl)ccc2Cl)c1	-3.2	6.6	9.8	7.1	-4.0	-3.5	i	i	-3.3
34	O=c1cc(CN2CCN(c3ccc(Cl)c(Cl)c3)CC2)c2c(ccc3ccccc32)o1	4.9	24.7	-11.1	2.8	25.7	12.1	i	i	1.8
35	Cc1ccc(/C(O)=C2/C(=O)C(=O)OC2c2ccc(Cl)cc2)cc1 (stereo not given)	1.9	13.2	14.8	2.6	-3.7	3.2	i	i	2.3
36	CSc1ccccc1-c1nnc(-c2ccc(Cl)cc2Cl)o1	-2.7	-3.4	3.6	-0.5	12.8	1.0	i	i	-0.1
37	COc1cc(/C=N\Nc2ccc([N+](=O)[O-])cc2)ccc1OCC(=O)Nc1ccc(C)c(C)c1	13.3	16.7	6.8	-106.9	-48.1	-5.0	i	x	-1.4
38	CN(c1ccccc1)S(=O)(=O)c1cccc(C(=O)NCc2ccccc2)c1	5.1	-4.3	3.3	-2.1	14.8	19.4	i	i	0.1
39	O=C(Nc1ccc(OC(=O)c2cccs2)cc1)c1ccco1	3.9	-7.7	6.7	4.2	1.7	5.4	i	i	-2.9
40	CC(C)(O)C#Cc1cccc(-c2nc(C(=O)NCCCN3CCOCC3)cc3c2[C@H](CCO)N(S(=O)C(C)(C)C)C3)c1 (stereo not given in full)	3.0	-2.5	-6.8	1.9	-8.6	8.6	i	i	-1.5

# A different layout for part of the listing above.
22. N#CCSc1nc2ccc(N3CCOCC3)cc2c(=O)n1CCc1ccccc1
  CSN inh: 1.5 | NadD block: 10.4 | MLLE-PAM2 inh: -38.0 | MT1-MMP act inh: 9.5 | FAS-TE inh: 21.0 | SKN-1 inh: 14.1 | Neddylation inh: i | Rpn11 inh: i | Rin1 Abl inh: -2.3
23. O=C(C1=C(O)C(=O)N(c2nccs2)C1c1ccccc1)c1cc2ccccc2o1 (stereo not given)
  CSN inh: -8.8 | NadD block: 9.3 | MLLE-PAM2 inh: 191.6 | MT1-MMP act inh: -66.5 | FAS-TE inh: -114.4 | SKN-1 inh: -44.8 | Neddylation inh: i | Rpn11 inh: i | Rin1 Abl inh: -1.3

# (continued)
no.	molecule	CSN inh	NadD block	MLLE-PAM2 inh	MT1-MMP act inh	FAS-TE inh	SKN-1 inh	Neddylation inh	Rpn11 inh	Rin1 Abl inh
41	Cc1ccc(NC(=O)CSc2n[nH]c(C)c2[N+](=O)[O-])cc1	1.4	-1.9	12.5	1.8	3.5	-2.7	i	i	-2.6
42	COc1ccc(NC(=O)CSc2nc3c(c(=O)n2-c2ccccc2)SCC3)c(OC)c1	0.9	8.5	16.4	-0.9	10.5	-2.2	i	i	-5.0
43	O=C(NCc1ccncc1)Nc1cccc(Cl)c1	1.9	-2.4	8.0	-0.9	-1.9	5.9	i	i	-0.2
44	Cc1ccccc1-n1c(-c2ccc3ccccc3n2)n[nH]c1=S	-1.5	8.1	-12.4	0.3	-4.1	-5.0	i	i	-0.7
45	NC(=O)CCCc1nc(-c2ccccc2Cl)no1	-1.3	5.9	-1.0	-1.9	-5.5	-19.8	i	i	2.7
46	O=C(Nc1ccccc1)N(Cc1ccc2c(c1)OCO2)Cc1nc2ccccc2c(=O)[nH]1	2.0	3.4	5.8	7.9	2.7	14.1	i	i	-0.3
47	O=[N+]([O-])c1ncn(C23CC4CC(CC(C4)C2)C3)n1	-1.4	7.0	-7.1	13.0	-2.3	-3.5	i	i	0.2
48	Cc1cccc(NC2=NCC(=O)N2Cc2cccs2)c1	-0.6	1.8	-4.1	1.3	-10.4	-4.9	i	i	-2.5
49	Cc1cc(C)c2c(N)c(S(=O)(=O)c3ccccc3)sc2n1	-1.2	-2.6	3.2	-14.4	4.6	-16.5	i	i	-0.9
50	COc1ccc(CNC(=O)COC(=O)C2=COCCO2)cc1	-4.7	0.3	2.2	-4.5	-6.1	-2.8	i	i	-2.2
51	O=C(c1ccc(S(=O)(=O)N2CCCCC2)cc1)N1CCN=C1SCc1cccnc1	-1.2	0.9	7.2	0.7	9.9	-12.2	i	i	-0.1
52	Cc1cccc(NC(=O)Cn2c(=O)oc3ccccc32)n1	0.5	1.0	6.2	0.3	-4.9	18.8	i	i	2.0
53	O=C(Nc1cccc(-n2cnnn2)c1)C1CCCN(Cc2cccc(C(F)(F)F)c2)C1 (stereo not given)	-1.1	-1.5	2.2	4.0	16.5	-1.9	i	i	-5.2
54	C=CCOc1cccc(C2/C(=C(/O)c3ccccc3)C(=O)C(=O)N2CCN2CCOCC2)c1 (stereo not given)	-3.3	6.2	3.9	-0.5	-2.6	0.8	i	i	-0.2
55	CCOC(=O)C1CCN(CCC(=O)Nc2ccc(C)cc2)CC1	0.7	-3.9	3.7	-0.6	-3.7	4.0	i	i	1.7
56	CCCn1c(COc2ccc(C(=O)O)cc2)nc2ccccc21	0.6	1.7	-17.4	5.9	-3.3	-4.3	i	i	2.8
57	Cc1noc(C)c1-c1ccc(C(=O)NCc2ccncc2)c2occc12	0.0	0.8	6.5	8.7	-9.4	13.4	i	i	-0.5
58	COc1ccc(CNC(=O)c2ccc3c(=O)n4c(nc3c2)CCCCC4)cc1OC	-2.3	0.0	-8.5	-6.1	-1.4	-3.7	i	i	3.0
59	CNc1nnc(SCC(=O)c2cc(C)n(C3CC3)c2C)s1	-2.2	-5.7	26.9	3.4	-6.6	11.8	i	i	1.1
60	Cc1c(NC(=O)C(C)c2ccc(CC(C)C)cc2)c(=O)n(-c2ccccc2)n1C (stereo not given)	0.5	1.6	-9.3	3.3	-3.4	-24.1	i	i	0.9
61	Cc1cccc(C)c1NC(=S)NCc1ccncc1	2.6	-4.6	8.3	0.1	-6.8	-1.4	i	i	2.2
62	O=C(c1ccccc1Cl)N1CCNCC1	-2.9	-2.2	-3.9	-2.9	-2.6	-4.6	i	i	1.1
63	COc1ccc(O)c(C2=Nc3ccccc3N=C(c3cccs3)C2)c1	-12.9	-0.4	0.1	-4.4	-9.9	10.1	i	i	-2.2
